# Mcl-1 Bim block: inhibitors of Bim peptide binding to Mcl-1, primary screen, biochemical, bead-based flow cytometry, multiplex | Induced myeloid leukemia cell differentiation protein Mcl-1 (Homo sapiens), Q07820 | Bim peptide-Mcl-1 binding | inhibition, % at 10 µM | actives 0.1% (n = 190,000) | AID 1009, 2008;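 also: 0% = no compound tracer wells and 100% = peptide blocker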
# Mcl1 Bid PPI: Mcl-1/Bid binding inhibitors, primary screen, biochemical, TR-FRET, 1536-well; TR-FRET Mcl-1/Bid-Dy647 peptide binding; Induced myeloid leukemia cell differentiation protein Mcl-1 (Homo sapiens), Q07820; actives 0.97% (n = 220,000); inhibition, % at 21.7 µM;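 active = compounds that cut the binding signal by more than half at the single screening dose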;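 also: His-tagged Mcl-1 with europium anti-His antibody binding Bid BH3 peptide; 0% = Mcl-1 plus peptide wells and 100% = peptide-only wells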
# RGS7-Gao: RGS7-Galphao binding modulators, primary screen, biochemical, multiplexed bead flow cytometry; Guanine nucleotide-binding protein G(o) subunit alpha (Homo sapiens), P09471; actives lie on both sides; binding response (% of control), % at 10 µM; actives 0.35% (n = 220,000); in the data active = binding response below about 49% or above about 150%; inconclusive = no clear call, values can overlap the other calls; inactive = in between;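 also: fluorescent Galphao held in activated GDP-AlF4 state binding bead-coupled RGS7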
# Target sequence (P09471 whole entry, looked up): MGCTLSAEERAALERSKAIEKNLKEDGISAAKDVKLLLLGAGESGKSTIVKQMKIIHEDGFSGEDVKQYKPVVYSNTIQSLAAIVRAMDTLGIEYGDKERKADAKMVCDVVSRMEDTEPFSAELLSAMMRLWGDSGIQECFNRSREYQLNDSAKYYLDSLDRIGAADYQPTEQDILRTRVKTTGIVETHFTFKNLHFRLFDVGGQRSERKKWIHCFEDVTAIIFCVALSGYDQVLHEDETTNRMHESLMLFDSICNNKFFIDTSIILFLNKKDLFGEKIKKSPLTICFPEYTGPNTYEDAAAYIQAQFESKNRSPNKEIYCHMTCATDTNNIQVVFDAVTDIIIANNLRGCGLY
# Bim-Bcl-W: inhibitors of Bim binding to Bcl-W, primary screen, biochemical, multiplexed, bead-based flow cytometry; Bim peptide-Bcl-W binding; inhibition, % at 10 µM; actives 0.02% (n = 190,000);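 also: 0% = bound tracer without compound and 100% = peptide blocker; higher means less fluorescent Bim peptide bound to Bcl-W beads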
# Target sequence (Q92843 whole entry, looked up): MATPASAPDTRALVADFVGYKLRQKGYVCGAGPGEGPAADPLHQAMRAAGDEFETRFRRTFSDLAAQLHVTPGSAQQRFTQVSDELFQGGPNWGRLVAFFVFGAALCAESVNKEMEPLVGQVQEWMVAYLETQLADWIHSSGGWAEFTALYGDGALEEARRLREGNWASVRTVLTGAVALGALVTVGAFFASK
# RGS8-Gao reg: RGS8-Galphao binding modulators, primary screen, biochemical, multiplexed bead flow cytometry; actives 0.34% (n = 220,000); response (percent of control binding), % at 10 µM; actives lie on both sides; in the data active = response below about 60% or above about 140%; inactive = in between;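 also: Galphao activated as the GDP aluminium fluoride complex binding bead-coupled RGS8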
# Bcl-XL Bim block: inhibitors of Bim-Bcl-XL binding, primary screen, biochemical, multiplexed, bead flow cytometry, human Bcl-XL; actives 0.04% (n = 190,000); inhibition, % at 10 µM; Bim peptide-Bcl-XL binding, fluorescence; Bcl-2-like protein 1 (Homo sapiens), Q07817
# Target sequence (Q07817 whole entry, looked up): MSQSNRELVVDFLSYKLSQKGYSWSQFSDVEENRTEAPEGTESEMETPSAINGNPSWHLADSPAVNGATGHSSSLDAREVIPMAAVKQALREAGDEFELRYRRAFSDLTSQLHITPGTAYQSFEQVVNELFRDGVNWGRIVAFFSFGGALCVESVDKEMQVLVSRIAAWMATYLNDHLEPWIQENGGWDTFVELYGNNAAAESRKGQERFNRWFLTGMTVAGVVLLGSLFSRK
# Bcl-2 Bim block: inhibitors of Bim-Bcl-2 binding, primary screen, biochemical, multiplexed, human Bcl-2 family | Apoptosis regulator Bcl-2 (Homo sapiens), P10415 | actives 0.06% (n = 190,000) | inhibition, % at 10 µM | Bead-based flow cytometry, Bim peptide-Bcl-2 binding; in the data active = inhibition above about 40%; inconclusive = no clear call, values can overlap the other calls;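 also: 0% = no compound wells with probe peptide and 100% = reference peptide inhibitor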
# Target sequence (P10415 whole entry, looked up): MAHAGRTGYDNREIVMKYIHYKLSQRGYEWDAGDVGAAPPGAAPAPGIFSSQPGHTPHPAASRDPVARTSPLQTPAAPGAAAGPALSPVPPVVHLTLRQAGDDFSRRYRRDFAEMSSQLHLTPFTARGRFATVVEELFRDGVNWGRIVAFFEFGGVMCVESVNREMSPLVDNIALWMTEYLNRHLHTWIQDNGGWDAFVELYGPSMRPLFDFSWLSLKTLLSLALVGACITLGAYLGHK
# Bcl-B Bim block: inhibitors of Bim-Bcl-B binding, primary screen, biochemical, multiplexed, human Bcl-2 family. bead-based flow cytometry, Bim peptide-Bcl-B binding. inhibition, % at 10 µM. Bcl-2-like protein 10 (Homo sapiens), Q9HD36. actives 0.073% (n = 190,000);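 also: 0% = tracer peptide without compound and 100% = reference inhibitor peptide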
# RGS4-Gao reg: modulators of RGS4 binding to Galphao, primary screen, biochemical, multiplexed bead flow cytometry; actives lie on both sides; actives 0.33% (n = 220,000); Guanine nucleotide-binding protein G(o) subunit alpha (Homo sapiens), P09471; binding response (% of control), % at 10 µM; in the data active = binding response below about 49% or above about 150%; inactive = in between;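 also: fluorescent Galphao activated with aluminum fluoride binding bead-coupled RGS4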
# Bim-Bfl-1: inhibitors of Bim binding to Bfl-1, primary screen, biochemical, multiplexed, bead-based flow cytometry | Bcl-2-related protein A1 (Homo sapiens), Q16548 | Bim-Bfl-1 binding inhibition | inhibition, % at 10 µM | actives 0.12% (n = 190,000) | AID 1008, 2008;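 also: 0% = wells without compound plus tracer and 100% = blocker peptide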
# GSH fluor: compound fluorescence on glutathione beads, profiling panel, artefact control, biophysical, 488/530 nm, flow cytometry. GSH beads flow cytometry, compound fluorescence 488/530 nm; hits give high values. fluorescence (KMESF) at 10 µM. actives 0.25% (n = 190,000). AID 1776, 2009; in the data active = fluorescence above about 89;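 also: glutathione beads carrying GST-tagged Bcl family fusion proteins plus one bare bead set; values are compound well signal with DMSO vehicle wells as background; inactives centre near 16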
# * marks the source's active call; other numbers are inactive results; ? = inconclusive; . = not tested or not shown; & = joins results of further samples. Rule as the data show it, unless noted: active = inhibition above about 40%.
Structure	Mcl-1 Bim block	Mcl1 Bid PPI	RGS7-Gao	Bim-Bcl-W	RGS8-Gao reg	Bcl-XL Bim block	Bcl-2 Bim block	Bcl-B Bim block	RGS4-Gao reg	Bim-Bfl-1	GSH fluor
CC[C@H](C)[C@H](NC(N)=O)C(=O)NCCc1ccc(Cl)cc1Cl	0	8	93	1	99	1	0	-3	95	-3	17
CCOc1cc(C(=O)NC2=NCCS2)cc(OCC)c1OCC	1	-26	99	0	101	-2	0	0	100	-3	21
CC(C)(C)C(=O)CN1C(=O)C2(OCCO2)c2ccccc21	0	-2	100	-2	100	0	-3	-3	100	0	17
COc1ccccc1/C=C/C=N/n1c(C)nnc1C	1	-14	99	0	100	-1	-2	-1	103	-1	16
Cc1nnc(SCC(=O)c2cc(C)n(C3CC3)c2C)s1	-3	-73	102	-2	99	0	-3	2	97	0	27
CC(=O)C1=NN(c2ccccc2)C(c2ccc3c(c2)OCO3)N1c1ccccc1 (stereo not drawn)	-1	-11	99	-1	95	-2	0	-2	99	0	6
Cc1cc(C(=O)N/N=C\c2ccc(COc3ccc([N+](=O)[O-])cc3)o2)ccc1[N+](=O)[O-]	-5	-17	97	-1	102	-6	-10	-8	101	-19	37
CCn1c(-c2nn(C)c(C)c2Cl)n[nH]c1=S	-4	-19	103	-3	102	-8	-7	-13	100	-1	32
Cc1ccc(-n2nccc2-c2nn(-c3cccc(C(F)(F)F)c3)c(=O)n(C)c2=O)cc1	-2	-3	?	-4	101	0	-6	-7	101	-10	20
O=S1(=O)CCN(Cc2cccc(Cl)c2)CC1	-4	2	101	-5	99	-3	-2	-4	101	0	15
O=S(=O)(Nc1ccc(Cl)c(C(F)(F)F)c1)c1cnc[nH]1	0	-11	95	0	96	-4	-8	-9	96	-18	23
O=C(OC1CCOC1=O)c1ccc2ccccc2n1 (stereo not drawn)	-2	11	92	0	99	-13	-11	-14	96	-17	31
CCCc1nnc(SCC(=O)N2CCOCC2)n1Cc1ccco1	-2	23	101	0	103	-7	-9	-5	102	-11	22
CC(=O)Nc1nonc1-n1nnc(C(=O)NCc2ccccc2)c1C	-1	-13	97	-3	101	1	-5	-8	99	-12	27
CON(C)S(=O)(=O)c1ccc2c(c1)N(Cc1ccc(C)cc1)C(=O)C1CCCN21 (stereo not drawn)	3	-51	101	2	100	0	0	-2	99	-3	11
O=C(O)c1ccc(Nc2cnc3ccccc3n2)cc1	1	-28	102	1	103	4	0	4	104	-2	6
CC(=O)c1c(C)[nH]c(C(=O)CSc2nnc(-c3cccs3)n2Cc2ccccc2)c1C	-5	11	100	0	101	-5	-11	-11	99	-12	11
Oc1ccc(Br)cc1-c1nc2cnccn2c1NC1CCCC1	1	.	97	0	99	-2	-2	0	97	-3	34
CC(C)(C)OC(=O)N1CCOCCOCCN(C(=O)OC(C)(C)C)CCOCC1	-1	-19	99	0	98	-3	-10	-9	104	-7	16
Cc1ccc2c(c1)c(C)c(C)n2CC(O)Cn1nc(C)cc1C (stereo not drawn)	-3	-112	110	-2	104	0	-6	-4	108	1	9
CCOc1ccccc1CN1CCN(C2CCN(c3ccccc3F)CC2)CC1CCO (stereo not drawn)	0	-13	100	-1	103	-2	0	-1	96	-3	15
Cn1cnnc1SCC(=O)Nc1ccc(Br)cc1F	-1	-11	100	0	97	-9	-7	-9	102	-11	46
Cc1ccc(-n2c(Cc3cccn3C)nnc2SCC(N)=O)cc1	0	-37	99	5	102	-1	-6	-7	100	-8	10
Cc1ccc(-c2nn(-c3ccccc3)cc2CSC(=N)N)cc1	0	-17	104	0	103	-1	0	-4	108	1	31
CC(=O)C1=NN(c2ccccc2)C(c2cccs2)N1c1ccccc1 (stereo not drawn)	-2	-5	104	0	100	-7	-6	-7	104	-9	78
CCOc1ccc(CNC(=O)CCS(=O)(=O)Cc2ccccc2C)cc1OC	0	4	100	0	94	0	-4	-2	94	0	15
CCC1C(=O)N=C(SCC(=O)Nc2ccc(C(=O)OC)cc2)NC1=O (stereo not drawn)	-2	-48	99	-1	102	-4	-7	0	100	-1	16
Cc1ccc(S(=O)(=O)Cc2c(C)noc2C)cc1	-4	-26	100	0	101	-5	-7	-9	100	-16	31
O=[N+]([O-])C1=CC=C2C(=NC3(CCCCC3)N2O)C1=NCCc1ccccc1	0	-5	99	0	101	-4	-1	-3	104	-2	12
O=C(O)CSc1nnc(CNc2cccc(C(F)(F)F)c2)n1Cc1ccco1	-2	4	95	0	99	0	-6	-6	95	-3	63
Cc1nn(CC(=O)NCc2ccc(C(=O)O)cc2)c(C)c1[N+](=O)[O-]	-3	-7	99	-1	98	-1	-4	-5	97	-8	17
COc1ccc(CNC(=O)c2ccc(Br)cc2)cc1	-2	-3	101	-1	106	-1	-3	-3	100	-8	16
CCSc1ncc(Cl)c(C(=O)N(Cc2ccc(N(C)C)cc2)C2CCS(=O)(=O)C2)n1 (stereo not drawn)	-3	-72	98	0	100	-1	-4	-7	98	-6	41
O=C(c1ccccc1)c1ccc(CN2C(=O)c3ccccc3C2=O)o1	-4	10	97	0	100	-1	-1	0	100	0	13
O=C(CN1CCN(Cc2ccc3c(c2)OCO3)CC1)Nc1ccc(F)cc1	-4	-19	63	-2	81	-8	-5	-5	68	-14	16
Fc1ccccc1C1CCN(Cc2nc(CC3CC3)no2)C1 (stereo not drawn)	7	-1	96	0	98	1	1	4	96	0	19
CC(C)(C)NC(=O)Nc1cccc(Cl)c1Cl	0	-28	103	-2	104	-1	-4	-3	101	-8	10
COc1ccc(C(=O)NCCc2nnc(SCc3nc4ccccc4c(=O)[nH]3)n2C)cc1	-5	-5	99	-3	102	-11	-12	-13	101	-21	26
N#CC1=C(S)N=C(N)C(c2nc(-c3ccccc3)cs2)C12CCCC2 (stereo not drawn)	0	-75	121	0	80	-6	-6	-12	108	-4	9
CCN1C(=O)N(CC)C2NC(=S)NC21 (stereo not drawn)	2	-74	100	-2	101	-1	-1	0	102	-2	9
CCOc1cccc(NCc2cc3c(C(C)(C)C)nn(-c4ccccc4)c3[nH]c2=O)c1	-1	-11	97	-4	102	-2	-2	-4	100	-5	16
O=C(Nc1cccc([N+](=O)[O-])c1)c1ccncc1	0	-34	97	-2	100	-5	-6	-6	98	-12	15
Nc1nc(SCC(=O)N2CCCc3ccccc32)[nH]c(=O)c1-c1ccccc1	1	-12	96	2	87	1	-2	-2	90	0	20
O=C(Nc1ccc(CN2CCOCC2)cc1)c1ccc(-c2ccc(Br)cc2)o1	-1	-2	96	0	97	-2	-8	-9	99	-10	40
COc1ccc2nc(C)cc(SCC(=O)O)c2c1	-2&-4	29&0	101&100	0&-5	102&119	-4&-4	-6&-2	-7&1	101&99	-14&4	31&36
Cc1cc(/C=N/n2cnnc2)c(C)n1-c1ccc(OCc2ccc(F)cc2)cc1	-6	-19	102	-1	101	-5	-20	-10	103	-17	28
CCCCCCC(=O)Nc1ccc(C(=O)N2CCCC2)cc1	-2	-13	102	-2	101	-3	-6	-8	102	-18	30
COc1ccc(-c2cc(-c3ccccc3)c(C#N)c(SCC(=O)Nc3ncc(C)s3)n2)cc1	-1	-50	102	-4	101	-6	-10	-8	104	-13	14
CCOc1cc(C(=O)NC)cc(OCC)c1OCC	-2	-6	99	-2	84	-6	0	-2	98	-1	53
CCN(CC)CCn1c2ccc(Cl)cc2c2nc(C)sc21	-3	25	100	-1	94	0	-1	-2	92	-3	11

# (further entries)
Structure	Mcl-1 Bim block	Mcl1 Bid PPI	RGS7-Gao	Bim-Bcl-W	RGS8-Gao reg	Bcl-XL Bim block	Bcl-2 Bim block	Bcl-B Bim block	RGS4-Gao reg	Bim-Bfl-1	GSH fluor
Cc1cc(C(F)(F)F)nc(SCC(=O)NC2=NC(=O)C(C)S2)n1 (stereo not drawn)	-6	1	99	-3	99	-11	-10	-18	104	-7	22
O=C(Cn1nc(-c2ccc(F)cc2)ccc1=O)Nc1ccc(C(=O)NC2CC2)cc1	1	4	103	0	102	-6	-6	-2	96	-14	24
Cn1nnc(C(O)CNCc2cccs2)n1 (stereo not drawn)	0	-1	106	-2	98	-2	-4	0	102	-1	15
COc1cccc(N/C=C/C(=O)c2ccc(Cl)cc2)c1	-6	-12	95	-1	82	-1	-2	-7	89	0	6
CCOC(=O)CN(C(=O)CSc1nnc(-c2ccncc2)n1CCCN(C)C)c1ccccc1	-4	4	108	0	132	-7	-2	-1	113	-1	52
CS(=O)(=O)Nc1ccc(C(=O)NCCSCc2c(F)cccc2Cl)cc1	0	-18	95	-3	97	0	-6	-6	95	-5	11
Cc1ccc(C2=Nc3ccccc3N(C(=O)c3ccccc3)C(C)C2)cc1 (stereo not drawn)	0	-32	100	0	101	0	-1	-2	104	-1	10
CC1(C)CC(=O)C2=C(C1)N=C1SCCC(=O)N1C2c1cccc([N+](=O)[O-])c1 (stereo not drawn)	1	-27	?	-4	92	-1	-2	-4	89	-8	15
S=C(NCCc1ccccc1)Nc1ccc(Cl)cc1	-4	-6	96	-4	99	-4	-2	-4	100	-1	8
Cc1ccc(CN(C(=O)c2ccco2)C(C(=O)NC2CCCC2)c2ccc(N3CCOCC3)cc2)cc1 (stereo not drawn)	-7	-12	99	-4	101	-10	3	-12	99	-20	25
COC(=O)c1ccc(NCN2C(=O)C3C4CCC(C4)C3C2=O)cc1 (stereo not drawn)	-2	-2	?	-2	93	-2	-2	-9	80	-1	19
CCCOc1cccc(-c2cc(C(=O)NNC(=S)NCC)c3ccccc3n2)c1	2	-43	105	3	103	4	-4	-20	106	4	10
Cc1nsc2c1ccc1ccccc12	4	1	100	1	103	-2	0	-1	100	-6	8
N#Cc1ccc(NC(=O)c2cc(=O)c3ccccc3o2)cc1	-4	-23	?	-3	100	0	5	4	98	2	11
COc1ccc(CCNc2oc(COc3ccccc3Cl)nc2C#N)cc1OC	-4	-1	98	-7	99	-10	-12	-10	98	-9	14
CC(=O)N(CCC(Cc1ccccc1)c1ccc2c(c1)OCO2)Cc1ccc(Cl)cc1 (stereo not drawn)	-1	8	104	-2	100	-5	-1	-3	101	-1	18
Cc1n[nH]c(C)c1S(=O)(=O)N1CCCC(C(=O)NCc2ccccc2Cl)C1 (stereo not drawn)	0	-5	97	0	91	0	1	1	96	1	23
Cc1ccc(OCCN2CCN(c3ncnc4sc(C)c(C)c34)CC2)cc1	-1	-1	98	0	102	-14	-7	-4	101	-11	22

# High-throughput results (PubChem BioAssay)
